MBD2 inh = inhibitors of human MBD2 binding to methylated oligonucleotide. Q9UBB5. AID 686964. inhibition, % at 4.4 µM. TR-FRET. 370,000 compounds, 0.31% hits; in the data active = inhibition above about 13%
PRMT1 inh = PRMT1 (human) inhibition, primary screen; recombinant PRMT1, activity-based probe fluorescence polarization; 370,000 compounds, 1.3% hits; inhibition, % at 2.79 µM; Q99873;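 active = inhibition above about 21% made by adding two undisclosed values, limit read from the data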
HTRA1 inh = inhibitors of human serine peptidase HTRA1; 340,000 compounds, 0.5% hits; recombinant HTRA1, FP-rhodamine activity-based probe, fluorescence polarization; AID 504803; Q92743; inhibition, % at 5.96 µM; in the data active = inhibition above about 36%;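 also: 0% = enzyme with DMSO and 100% = wells lacking enzyme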
TCR-CD3 inh = human TCR-CD3 binding inhibition. TAMRA-labeled TCR probe fluorescence, biochemical. inhibition, % at 9.4 µM. 360,000 compounds, 0.37% hits. AID 651800; in the data active = inhibition above about 19%;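 also: recombinant mutant TCR 2C K166C tagged with TAMRA read by polarization; 0% = receptor in buffer alone and 100% = receptor with positive control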
rCAG RNA binder = binds r(CAG) RNA repeats. AID 651821. 370,000 compounds, 1.3% hits. inhibition, % at 3 µM. r(CAG) RNA repeat, TO-PRO-1 dye displacement fluorescence;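 active = inhibition above the plate cutoff, the mean of all test compounds on that plate plus 3 SD, cut at about 35% in these data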;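 also: 0% = DMSO alone and 100% = 100 µM mitoxantrone as full dye displacement; higher means more dye released from RNA so lower well fluorescence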
GC-A act = GC-A (human) enzyme activation | P16066 | HEK293 GC-A cells, cGMP TR-FRET, EC30 ANP; 0% at EC30 ANP, 100% saturating ANP | activation, % at 10 µM | 370,000 compounds, 0.14% hits | AID 1671463; in the data active = activation above about 40%
Target sequence (P16066 whole entry, looked up): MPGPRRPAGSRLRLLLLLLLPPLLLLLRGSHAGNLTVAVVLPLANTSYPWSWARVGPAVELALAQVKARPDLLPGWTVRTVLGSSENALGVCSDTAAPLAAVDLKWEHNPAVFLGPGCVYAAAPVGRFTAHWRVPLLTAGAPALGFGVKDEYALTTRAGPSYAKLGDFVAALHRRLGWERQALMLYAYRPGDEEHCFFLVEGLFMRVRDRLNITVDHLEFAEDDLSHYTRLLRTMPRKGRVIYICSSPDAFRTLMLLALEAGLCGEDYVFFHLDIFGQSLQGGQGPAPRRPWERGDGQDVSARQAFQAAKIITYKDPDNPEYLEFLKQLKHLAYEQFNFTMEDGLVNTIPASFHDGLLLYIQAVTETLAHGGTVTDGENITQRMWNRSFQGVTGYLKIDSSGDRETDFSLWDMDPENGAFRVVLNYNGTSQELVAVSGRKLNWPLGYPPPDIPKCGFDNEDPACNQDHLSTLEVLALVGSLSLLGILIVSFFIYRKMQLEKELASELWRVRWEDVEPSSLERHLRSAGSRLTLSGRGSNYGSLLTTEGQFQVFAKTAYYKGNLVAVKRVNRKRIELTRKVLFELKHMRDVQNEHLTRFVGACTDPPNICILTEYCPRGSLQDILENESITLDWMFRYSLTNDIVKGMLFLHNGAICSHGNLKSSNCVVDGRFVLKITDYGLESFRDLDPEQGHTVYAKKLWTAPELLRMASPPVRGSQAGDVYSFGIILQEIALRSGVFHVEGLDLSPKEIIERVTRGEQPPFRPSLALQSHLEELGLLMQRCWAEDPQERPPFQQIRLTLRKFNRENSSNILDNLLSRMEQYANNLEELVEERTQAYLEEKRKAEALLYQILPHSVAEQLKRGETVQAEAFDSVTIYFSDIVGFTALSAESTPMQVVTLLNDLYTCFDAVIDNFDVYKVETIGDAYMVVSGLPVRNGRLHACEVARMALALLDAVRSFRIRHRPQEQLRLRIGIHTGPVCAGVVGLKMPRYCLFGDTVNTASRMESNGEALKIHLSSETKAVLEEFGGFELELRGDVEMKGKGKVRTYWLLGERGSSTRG
UHRF1 binding = UHRF1 methyl-DNA binding inhibition. Q96T88. UHRF1 binding to methylated oligo, TR-FRET. inhibition, % at 4.4 µM. 370,000 compounds, 0.75% hits. AID 687016; in the data active = inhibition above about 21%;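 also: UHRF1 SRA domain binding a hemimethylated CpG hairpin DNA probe; 0% = median of test compound wells and 100% = reference inhibitor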
SIAE primary = human SIAE inhibition, primary screen; Q9HAT2; SIAE FP-Rh probe binding, fluorescence polarization; inhibition, % at 9.66 µM; 370,000 compounds, 0.69% hits;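 active = inhibition above a cutoff: mean of compounds within the control limits plus 3 SD of those, cut at about 17% in these data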;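 also: 0% = plate median of compound wells and 100% = probe without SIAE protein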
mABHD4 FP = inhibitors of mouse ABHD4 | 370,000 compounds, 0.54% hits | purified mABHD4, FP-Rh probe fluorescence polarization | Q8VD66 | inhibition, % at 8.92 µM;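 active = inhibition exceeding the mean over every tested compound plus 3 SD, cut at about 30% in these data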;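 also: 0% = plate median of compound wells and 100% = S159A mutant with DMSO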
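Assay system: mouse ABHD4 enzyme, wild type / Also added: fluorescent activity-based probe FP-Rh / Doses: single nominal dose of 8.92 µM, 0.89% DMSO final / Timing: 45 min compound pre-incubation plus 60 min probe step, 25 °C / Signal: FP readout, ex 525 nm / em 598 nm / Control set: S159A mutant/DMSO as 100%, compound-well median as 0%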
NPR2 activator = GC-B (human) receptor activation; HEK293-GC-B cells, CNP EC30, cGMP TR-FRET; 0% at EC30 CNP, 100% saturating CNP; activation, % at 10 µM; AID 1920062; 370,000 compounds, 0.11% hits; P20594;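 active = activation at 10 µM reaching about 35% in either raw or pattern-adjusted values, limit read from the data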
* hit, by the source's call; · = not tested or not shown. An excerpt; count on the stated rates, not on these rows.

Fields: MBD2 inh, PRMT1 inh, HTRA1 inh, TCR-CD3 inh, rCAG RNA binder, GC-A act, UHRF1 binding, SIAE primary, mABHD4 FP, NPR2 activator
C=CCn1c(=O)c2ccccc2n2c(SCC(=O)NCCc3ccccc3)nnc12
 : -2, 2, 6, 1, -2, -4, 2, -3, 7, -6
CCCC[C@H](C(=O)N(C)c1cccc(OC)c1)[C@@H](O)c1ccc(C(C)=O)cc1
 : -3, -3, ·, ·, -1, -16, -1, 1, 3, -16
Cc1sc2nc(CSc3ccccc3)nc(N3CCC(C(N)=O)CC3)c2c1C
 : -6, -4, -25, -1, -2, -36, 0, -1, -13, -14
COC(=O)Cc1cc(=O)n2[nH]cnc2n1
 : -4, 4, 1, 3, 2, 0, 3, 5, 3, 2
COCCCNC(=O)C1CCN(S(=O)(=O)c2ccc3[nH]c(=O)oc3c2)CC1
 : -2, 4, ·, ·, 6, 5, -2, 3, -2, 3
COCCn1c(SCC(=O)Nc2cc(C)on2)nnc1-c1ccco1
 : -2, 0, -1, -2, 0, -3, 0, 6, 6, 3
CC12CCC(C(=O)NCc3ccc4c(c3)OCO4)(CC1=O)C2(C)C (stereo unspecified)
 : 3, -2, 2, -7, 2, 5, 6, 2, -7, 3
COc1cc(C(=O)NN2C(=O)NC3(CCC(C)CC3)C2=O)ccc1OC(F)F (stereo unspecified)
 : 3, -1, 0, -12, -1, 2, 4, 3, 1, 7
CC(=O)Nc1ccc(S(=O)(=O)Nc2cccc(NC(=O)c3ccco3)c2)cc1
 : 0, -7, 6, 0, -1, -14, -1, 1, -3, -3
COc1ccc(C)cc1NS(=O)(=O)c1ccc2c(c1)oc(=O)n2C
 : -6, -3, 1, 10, -2, 0, -3, -2, 2, -1
CN(Cc1c(C(=O)N/N=C/c2ccccc2O)nnn1-c1nonc1N)C1CCCCC1
 : -6, -1, 19, 6, 7, -3, 1, -6, 3, 5
COc1ccc2c(c1)CCC/C2=N\Nc1nc(C(=O)NN)cs1
 : -1, -9, ·, 4, 21, 0, -9, 1, 11, -15
O=C1CC(SCc2nc3ccccc3[nH]2)C(=O)N1c1cccc(F)c1 (stereo unspecified)
 : -10, 9, 4, 5, 15, -3, -12, -8, -4, -3
CCOc1cc(C(=O)OC(C)C(=O)Nc2ccc(S(N)(=O)=O)cc2)ccc1OCC(=O)N1CCOCC1 (stereo unspecified)
 : -3, 2, 0, 9, 3, 2, 1, -1, 4, 4
CN(C(=O)c1cccc(NC(=O)Cc2cccc([N+](=O)[O-])c2)c1)C1CCCCC1
 : 7, -1, -19, 5, 7, 1, 10, -12, -15, 0
O=C1c2ccccc2NC(c2ccc(-c3cccc(Cl)c3)o2)N1O (stereo unspecified)
 : -5, 11, 15, 2, 13, -1, -3, 1, -12, -2
Cc1nc2ccccc2c(=O)n1/N=C/c1ccc(O)c(O)c1O
 : 27*, 16, 49*, 41*, 44*, -2, 37*, 12, 44*, -2
COC(=O)C(OC(=O)c1ccc(OC)cc1)C(=O)OC
 : 1, 0, -2, -2, -6, 8, -3, 9, 2, 5
C=CCn1c(Oc2cc(C)ccc2C)nc2c1c(=O)n(C)c(=O)n2C
 : -4, -2, 1, -8, -5, -1, 3, 1, -14, -8
CC(=O)Cc1nsc(Nc2ccc3c(c2)OCCO3)n1
 : -3, 3, 4, 1, 3, 6, 0, -1, 5, 7
Nc1cc(OC(=O)c2c(F)cccc2Cl)nn1S(=O)(=O)c1ccccc1
 : 1, 0, 4, -7, 7, 1, 2, -10, -12, 1
CC(=O)Nc1cccc(-c2ccnc3c2CC(C)(C(=O)Nc2cccc(OC(F)(F)F)c2)O3)c1 (stereo unspecified)
 : 3, 1, ·, -3, 5, -18, -3, -44, -37, -9
Cc1nnc(Nc2ccc(C(=O)N3CCOCC3)cc2)c2ccccc12
 : 1, 0, 5, 3, -11, -2, -1, -3, -12, -9
CC1Cc2ccccc2C(=O)N1 (stereo unspecified)
 : 2, 0, -2, -2, -2, -2, 2, -5, 10, 4
Nc1[nH]c(C(=O)c2ccccc2)c(-c2ccccn2)c1C(=O)c1c[nH]c2ccc(Br)cc12
 : -2, 27*, ·, ·, ·, -3, -1, -13, -6, -4
CCC(C)NC(=O)CN(C1CCCCC1)S(=O)(=O)c1ccc(F)cc1 (stereo unspecified)
 : 2, -2, 3, 3, -9, -1, -4, -4, 1, -4
CCOc1cc(/C=C2/N=C(C)C(C(=O)OC)=C2O)ccc1O
 : -7, 1, -10, -10, -11, ·, -10, -1, 5, ·
COc1cc(C(=O)NCc2nnc(SCC(=O)Nc3nc4ccc(C)cc4s3)o2)cc(OC)c1OC
 : -2, 17, 4, 1, 9, -2, -2, -3, 5, -2
O=C(Nc1ccc(Cl)cc1)C1CCCN(C2=NS(=O)(=O)c3ccccc32)C1 (stereo unspecified)
 : -2, -2, -1, 2, 6, -3, 0, -1, -5, -4
N#Cc1ccc(-c2ccc(C3Nc4ccccc4C(=O)N3O)o2)cc1 (stereo unspecified)
 : -1, 14, 2, 2, 8, 0, 0, 1, 5, -8

Next section; it opens with the 3 that closed the last part.
Fields: MBD2 inh, PRMT1 inh, HTRA1 inh, TCR-CD3 inh, rCAG RNA binder, GC-A act, UHRF1 binding, SIAE primary, mABHD4 FP, NPR2 activator
COc1cc(C(=O)NCc2nnc(SCC(=O)Nc3nc4ccc(C)cc4s3)o2)cc(OC)c1OC
 : -2, 17, 4, 1, 9, -2, -2, -3, 5, -2
O=C(Nc1ccc(Cl)cc1)C1CCCN(C2=NS(=O)(=O)c3ccccc32)C1 (stereo unspecified)
 : -2, -2, -1, 2, 6, -3, 0, -1, -5, -4
N#Cc1ccc(-c2ccc(C3Nc4ccccc4C(=O)N3O)o2)cc1 (stereo unspecified)
 : -1, 14, 2, 2, 8, 0, 0, 1, 5, -8
O=C(NNC(=O)c1cccs1)c1ccc(Cl)nc1
 : 0, 0, -2, -9, 0, 1, 2, 5, 5, -1
CCOC(=O)c1cccc(NC(=O)c2cc3sccc3n2C)c1
 : 1, 2, -51, 4, 5, 5, -4, -14, -26, -4
O=C(/C=C/c1cccnc1)c1ccc(NC(=O)c2cccc(Br)c2)cc1
 : -3, 1, -85, 18, 7, 16, -4, -42, -16, 19
CCc1ccc([C@@H]2C[C@H]3[C@@H](CN2S(=O)(=O)c2ccc(C)cc2)C(=O)C[C@@H](c2ccc(Cl)cc2)N3S(=O)(=O)c2ccc(C)cc2)cc1
 : -2, -3, ·, -7, 12, 3, 0, -33, 1, 2
C#CCN(Cc1ccco1)C(=O)c1cc(COc2ccc(F)cc2Cl)on1
 : -1, 0, -15, 5, -2, 10, 1, -7, -10, 0
COc1ccc(-c2nn(-c3ccccc3)cc2/C=C/C(=O)NCCCn2ccnc2)cc1OC
 : 2, 0, -10, -3, 0, ·, 0, -8, -8, ·
CN(C)c1cccc(/C=C2\CC3(OC(=O)c4ccccc4)CCCN2C3)c1 (stereo unspecified)
 : 6, 2, ·, ·, 5, -4, 0, 12, 2, -17
COc1ccccc1C(=O)Nc1ccc(C(=O)c2ccccc2)cc1
 : 1, -4, -39, -4, -1, -6, -1, -1, -17, -3
Nc1ccn([C@@H]2O[C@H](CNCc3cnc(N4CCOCC4)s3)[C@@H](O)[C@H]2O)c(=O)n1
 : 3, 0, 9, 0, 1, -2, -2, -8, -1, 9
COC(=O)c1cc(NC(=O)CN(c2ccc3c(c2)OCO3)S(C)(=O)=O)ccc1Cl
 : -1, 0, -3, -3, 3, -4, 0, -7, -5, -2
CCOC(=O)Cc1csc(NC(=O)CSc2nnc(C3CC3)n2C)n1
 : 1, 1, 7, 9, -3, -7, -1, 0, 7, -1
CCc1c(C)nc(SCC(=O)c2cccs2)c(C#N)c1C
 : -4, -2, -10, -1, 20, 7, -3, 6, -1, 3
O=C(NCc1ccc(Cl)cc1)C1CCC(=O)N(C2CCCCCC2)C1 (stereo unspecified)
 : 3, -2, 4, 5, -7, 2, -1, 4, 3, -4
Nc1ccc(S(=O)(=O)NN=Cc2ccccc2[N+](=O)[O-])cc1
 : -4, 7, 1, 7, 4, -1, -2, 2, 8, 1
CC(=O)NCCCc1nc2ccccc2n1Cc1c(F)cccc1Cl
 : -2, -2, -1, 4, -7, 9, 3, 3, -5, 7
O=C(Cn1cnc2ccccc2c1=O)c1ccc(Cl)cc1
 : 0, -2, 2, 0, 4, 3, 3, 0, -1, -4
CCOc1ccc2nc(NC(=O)Nc3cccs3)sc2c1
 : -4, 0, 3, -1, 64*, 3, -2, 34*, 16, 3
Cc1cc(NC(=O)CSc2cc(C)c3ccccc3n2)no1
 : 1, 4, -14, -1, 2, -1, 1, 5, -8, -1
COc1ccccc1CC(NC(C)=O)C(=O)NC1CCN(C(=O)Nc2ccccc2Cl)CC1 (stereo unspecified)
 : -3, -3, 7, -2, -8, -3, -1, 6, 2, -1
O=C(O)c1cccc(NC(=S)N/N=C/c2ccccc2OCc2cccc(Br)c2)c1
 : -4, 0, -135, 3, 77*, -4, -3, 11, -9, -2
CN1CCN(C(=O)c2cc3ccccc3oc2=O)CC1
 : 2, -2, 3, -3, -4, 2, 0, -1, 4, 1
COc1cccc(N2CCN(CC(=O)NCc3ccco3)CC2)c1
 : -4, 3, ·, ·, 1, 1, -1, 3, 1, 5
O=C(CCc1nnc(COc2ccccc2)o1)NCCc1cccs1
 : 2, 2, 2, -1, -4, -2, 6, -5, 1, -1
O=C(C1CCCCC1)N1CCN(c2ccccc2F)CC1
 : 3, -2, -2, 5, -6, 1, -1, 2, 45*, 2
CC(=O)Nc1ccc(NC(=O)CSC2=NS(=O)(=O)c3ccccc3N2)cc1
 : 1, 3, -3, 4, 10, 3, 1, -2, 1, -6
COC(=O)[C@]12CCCCC=C1N(Cc1ccc(Cl)cc1Cl)C(=O)[C@H](CC(=O)NCCCN1CCCC1=O)C2
 : 5, 0, ·, -7, 4, -4, 2, -1, -6, -5
CC[C@]12c3[nH]c4cc(-c5ccco5)ccc4c3CCN1C(=O)[C@@H](CC(=O)NCc1cccc(C(F)(F)F)c1)C[C@@H]2C(=O)N1CCN(C(=O)c2ccco2)CC1
 : 1, 14, -4, -6, 15, -2, 1, 3, 1, 8
CCOc1cc(C(=S)N2CCCC2)ccc1OCC(=O)Nc1c(C)cc(C)cc1C
 : -4, 2, -1, -9, 1, -2, 5, 13, -2, -8

Screening results as filed in PubChem BioAssay.
